Yp Topo-I inh: Y. pestis Topo-I inhibition via cleavage products. Y. pestis Topo-I cleavage product accumulation, plate reader. activity, % at 10 µM. 0.064% of 360,000 active; in the data active means activity above about 50%, passing the limit was not always enough; further: inactives centre near 2
Mtb BioA inh: inhibitors of Mycobacterium tuberculosis BioA enzyme; AID 602481; inhibition, % at 9.99 µM; 0.096% of 360,000 active; purified M. tuberculosis BioA enzyme, plate reader; in the data active means inhibition above about 40%
GDH-TPI counter: counter-screen for M. tuberculosis FBA inhibitors: GDH-TPI coupled enzymes; GDH-TPI coupled enzyme counterscreen, NADH absorbance; inhibition, % at 4.8 µM; 1.2% of 360,000 active; AID 588335; in the data active means inhibition above about 30%;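 further: 0% = DMSO wells and 100% = wells lacking the enzyme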
FadD28 FP inh: inhibitors of Mycobacterium tuberculosis FadD28 bisubstrate binding | FadD28 bisubstrate probe binding, fluorescence polarization | inhibition, % at 12.5 µM | 0.22% of 360,000 active | AID 588549; in the data active means inhibition above about 8.5%, passing the limit was not always enough
PfHsp40 rescue: restores yeast growth despite PfHsp40 toxicity | S. cerevisiae expressing PfHsp40, growth rescue, ATP luminescence | growth rescue, % at 12.5 µM | 0.68% of 340,000 active | AID 504582; in the data active means growth rescue above about 28%, passing the limit was not always enough;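 further: yeast W303a lacking pdr1 and pdr3 grown in galactose medium; growth measured after three days at 30 °C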
FBA Mtb inh: Mtb fructose-bisphosphate aldolase inhibition; purified M. tuberculosis FBA, fluorescence read-out; 2.3% of 360,000 active; inhibition, % at 1 µM; in the data active means inhibition above about 27%;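 further: 0% = vehicle and 100% = reference inhibitor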
BH1578 lux ind: inducers of Vibrio cholerae quorum light production without autoinducers; activation, % at 18.7 µM; AID 588436; 0.16% of 350,000 active; V. cholerae BH1578 lux reporter, luminescence, 6 h; in the data active means activation mostly above about 9.7%, no sharp cut-off; further: not every result past the cut was called active; inactives centre near 0; reference of the scale not given here
TcdB GH inh: blocks C. difficile toxin B glycohydrolase activity; P18177; TcdB glycohydrolase enzymatic assay, plate reader; inhibition, % at 9.99 µM; 0.24% of 350,000 active; in the data active means inhibition above about 10%
Target sequence (P18177 whole entry, looked up): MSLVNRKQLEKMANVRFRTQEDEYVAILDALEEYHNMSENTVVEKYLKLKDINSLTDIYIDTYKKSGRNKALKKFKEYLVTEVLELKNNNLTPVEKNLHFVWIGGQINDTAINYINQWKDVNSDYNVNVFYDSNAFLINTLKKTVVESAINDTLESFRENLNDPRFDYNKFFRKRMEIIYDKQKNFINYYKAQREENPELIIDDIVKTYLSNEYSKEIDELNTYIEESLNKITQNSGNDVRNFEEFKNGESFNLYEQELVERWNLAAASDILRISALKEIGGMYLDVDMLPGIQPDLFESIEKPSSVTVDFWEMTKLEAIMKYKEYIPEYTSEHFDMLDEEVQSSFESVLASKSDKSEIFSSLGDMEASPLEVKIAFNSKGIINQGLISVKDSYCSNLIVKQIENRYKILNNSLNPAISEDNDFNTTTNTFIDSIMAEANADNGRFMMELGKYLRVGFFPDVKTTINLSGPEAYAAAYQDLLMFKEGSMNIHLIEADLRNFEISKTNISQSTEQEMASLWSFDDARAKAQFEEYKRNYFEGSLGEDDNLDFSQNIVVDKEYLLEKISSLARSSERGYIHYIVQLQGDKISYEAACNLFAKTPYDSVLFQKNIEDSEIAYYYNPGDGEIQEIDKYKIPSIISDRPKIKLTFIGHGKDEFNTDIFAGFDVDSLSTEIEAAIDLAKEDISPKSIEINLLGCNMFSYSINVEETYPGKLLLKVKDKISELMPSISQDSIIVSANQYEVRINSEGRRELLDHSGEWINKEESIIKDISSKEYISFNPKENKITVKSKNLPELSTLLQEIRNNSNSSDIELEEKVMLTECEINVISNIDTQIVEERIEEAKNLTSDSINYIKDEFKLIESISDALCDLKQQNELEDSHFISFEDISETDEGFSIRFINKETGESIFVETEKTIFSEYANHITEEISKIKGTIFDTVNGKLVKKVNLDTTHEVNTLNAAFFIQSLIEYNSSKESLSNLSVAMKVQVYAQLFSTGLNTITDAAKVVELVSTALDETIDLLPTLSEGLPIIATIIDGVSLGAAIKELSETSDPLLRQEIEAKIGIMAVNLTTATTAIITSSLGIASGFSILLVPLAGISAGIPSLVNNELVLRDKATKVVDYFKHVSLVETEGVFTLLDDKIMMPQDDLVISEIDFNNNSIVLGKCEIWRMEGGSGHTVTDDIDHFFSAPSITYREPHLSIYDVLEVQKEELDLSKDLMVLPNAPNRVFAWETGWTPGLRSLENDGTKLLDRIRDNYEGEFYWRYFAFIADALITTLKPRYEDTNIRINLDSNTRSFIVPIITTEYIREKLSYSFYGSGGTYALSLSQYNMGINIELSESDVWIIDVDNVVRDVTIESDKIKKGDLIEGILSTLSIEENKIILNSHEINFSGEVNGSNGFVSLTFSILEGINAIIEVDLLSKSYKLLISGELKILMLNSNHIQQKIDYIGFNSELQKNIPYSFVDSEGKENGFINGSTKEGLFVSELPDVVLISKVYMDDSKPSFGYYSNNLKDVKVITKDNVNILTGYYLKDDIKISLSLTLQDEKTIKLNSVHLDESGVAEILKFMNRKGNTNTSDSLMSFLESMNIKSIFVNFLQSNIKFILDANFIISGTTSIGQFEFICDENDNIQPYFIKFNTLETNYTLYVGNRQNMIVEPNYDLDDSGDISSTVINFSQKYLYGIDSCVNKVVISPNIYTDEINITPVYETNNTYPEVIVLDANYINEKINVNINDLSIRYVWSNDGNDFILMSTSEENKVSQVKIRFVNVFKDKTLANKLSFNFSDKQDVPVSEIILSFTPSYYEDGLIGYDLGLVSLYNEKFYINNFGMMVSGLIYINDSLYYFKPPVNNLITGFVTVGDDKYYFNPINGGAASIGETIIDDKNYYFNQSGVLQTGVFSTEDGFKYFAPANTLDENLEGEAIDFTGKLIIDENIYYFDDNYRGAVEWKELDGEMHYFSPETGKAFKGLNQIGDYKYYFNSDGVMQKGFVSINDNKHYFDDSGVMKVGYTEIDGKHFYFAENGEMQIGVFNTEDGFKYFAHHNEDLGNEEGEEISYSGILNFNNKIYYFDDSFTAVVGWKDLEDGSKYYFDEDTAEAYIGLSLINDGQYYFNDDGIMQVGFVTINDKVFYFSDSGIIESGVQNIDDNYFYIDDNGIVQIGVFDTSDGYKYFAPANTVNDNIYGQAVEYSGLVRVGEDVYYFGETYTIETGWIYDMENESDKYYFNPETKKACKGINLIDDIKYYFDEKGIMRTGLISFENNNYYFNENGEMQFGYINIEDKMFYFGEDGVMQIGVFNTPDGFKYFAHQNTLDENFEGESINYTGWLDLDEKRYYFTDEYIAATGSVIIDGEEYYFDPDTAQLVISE
UGM FP inh: Mtb UDP-galactopyranose mutase inhibition | purified UGM, fluorescence polarization probe displacement | inhibition, % at 10 µM | P9WIQ1 | 0.06% of 320,000 active; in the data active means inhibition above about 10%, passing the limit was not always enough
* hit, by the source's call; i = inactive; . = not tested or not shown. Rows are unselected. Share with any hit: about 4.6%.

SMILES	Yp Topo-I inh	Mtb BioA inh	GDH-TPI counter	FadD28 FP inh	PfHsp40 rescue	FBA Mtb inh	BH1578 lux ind	TcdB GH inh	UGM FP inh
O=C(COC(=O)CN1C(=O)C2CCCCC2C1=O)Nc1cc(S(=O)(=O)N2CCOCC2)ccc1Cl (centres undefined)	-13	.	-2	0.0	-1.0	1	-0.2	0.5	.
COc1ccc(Cl)cc1N1C(=O)CN(Cc2cc(OC)c(OC)c(OC)c2)C1=S	1	0.7	6	-0.4	0.2	2	-1.6	0.5	0.5
COC(=O)c1[nH]c2ccccc2c1NC(=O)C(C)N1CC(C)OC(C)C1 (centres undefined)	-10	-2.2	6	0.4	-1.2	7	-0.3	2.7	1.9
COc1cccc(C(=O)Nc2cc3c(cc2Br)OCCCO3)c1	7	0.3	6	-3.2	8.0	-4	-0.7	3.0	0.5
CCCCN(Cc1ccccc1)C(=O)C1CCC(=O)N(CCc2ccccn2)C1 (centres undefined)	2	-2.2	7	0.6	-0.8	2	i	0.4	-2.9
CCCN(CC(=O)Nc1ccc(F)c(F)c1F)C(=O)c1cc([N+](=O)[O-])ccc1N1CCOCC1	-8	-0.6	0	-3.9	1.0	-1	1.5	4.0	2.1
Cc1ccc(-c2cc(NC=O)c3ncc(-c4cnn(C)c4)n3c2)cc1	-8	0.1	-1	-4.1	.	4	-4.0	-1.8	.
CC(=O)Cc1nsc(NC(=O)c2ccc(COc3cccc(C)c3)o2)n1	14	1.1	17	-1.7	0.4	-4	-4.0	-1.9	1.7
CCN(C(=O)COC(=O)/C=C/c1ccccc1Cl)c1c(N)n(Cc2ccccc2)c(=O)[nH]c1=O	3	.	12	1.3	.	3	i	0.2	.
CCSc1nnc(C)c(=O)n1COC(=O)c1ccc(S(=O)(=O)N2CCCC2)cc1	-6	.	0	-1.1	0.6	-3	i	.	1.4
O=S(=O)(c1ccccc1)N1CCNc2ccccc21	1	-0.6	7	-1.3	-0.1	4	-3.3	1.2	.
O=C(COc1coc(CN2CCN(c3ccccc3F)CC2)cc1=O)NC1CCCCC1	10	0.0	-2	.	-0.7	-2	-1.1	1.6	-1.1

Limited to GDH-TPI counter, FadD28 FP inh and Yp Topo-I inh (2 entries from above):
molecule	GDH-TPI counter	FadD28 FP inh	Yp Topo-I inh
CCSc1nnc(C)c(=O)n1COC(=O)c1ccc(S(=O)(=O)N2CCCC2)cc1	0	-1.1	-6
O=S(=O)(c1ccccc1)N1CCNc2ccccc21	7	-1.3	1

More structures follow.
SMILES	Yp Topo-I inh	Mtb BioA inh	GDH-TPI counter	FadD28 FP inh	PfHsp40 rescue	FBA Mtb inh	BH1578 lux ind	TcdB GH inh	UGM FP inh
Cc1ccc(NC(=S)N(C)Cc2cn(C)c3ccccc23)cc1	5	-0.9	2	16*	-1.8	1	-0.5	.	0.7
O=C(c1cnccn1)N1CCN(S(=O)(=O)c2cccc(Cl)c2)CC1	-4	.	1	-4.1	-1.8	-2	i	-0.1	4.3
Cc1onc(-c2c(F)cccc2Cl)c1C(=O)OCC(=O)NCc1ccco1	-2	-3.0	8	-4.6	-0.4	-2	i	.	-0.7
N#Cc1ccc(C(=O)Nc2cccc3ccccc23)c(F)c1	-2	0.7	-7	0.0	0.5	3	i	0.9	-0.2
CCNc1c(NC(=O)c2ccc3c(c2)OCO3)c(=O)oc2ccccc12	8	-0.2	0	1.0	-0.6	-1	0.0	1.9	1.7
COc1ccccc1NCCC(=O)OCC(=O)NCc1ccco1	2	-1.0	-2	-1.7	1.2	2	6.2	.	2.5
CN(/N=C/c1ccc(O)cc1O)c1nc(-c2ccccc2)cc(-c2ccccc2)n1	-6	-4.7	24	-1.8	11	-2	-0.4	0.4	-3.1
CC(C)CC(=O)NC(=S)Nc1ccc(N2CCCC2)c(Cl)c1	7	-1.0	-2	-3.1	-0.2	2	-0.1	-0.4	-0.1
Fc1c(F)c(F)c(N2CCNCC2)c(F)c1F	-3	-1.1	-3	1.3	-0.9	4	i	2.8	0.4
COc1cc(OC)cc(C(=O)N2CCN(C(=O)c3ccc(OC)c(OC)c3)CC2)c1	-2	-21	9	-2.3	-0.4	3	-0.9	.	1.5
CCCCn1c(CNC(=O)C(C)(C)C)nc2ccccc21	1	-1.1	5	-2.6	-0.7	-2	-0.1	0.0	1.2
CN(Cc1cnccn1)C(=O)CC1C(=O)NCCN1Cc1cccc(Oc2ccccc2)c1 (centres undefined)	9	0.1	5	-2.7	-0.2	28*	0.5	-0.7	0.4
O=C(Nc1ccc(Cl)cc1C(=O)c1ccccc1)c1ccco1	2	0.6	3	-2.2	1.8	3	-0.3	.	-0.2
CC(N)Cc1cn(Cc2ccccc2)c2ccccc12 (centres undefined)	2	9.9	10	-0.5	1.3	1	i	0.0	0.1
COc1ccccc1CNc1ncc(-c2ccccc2)n1C	3	-0.5	-3	1.6	2.1	4	-0.3	0.1	.
COc1ccc(C2C(C#N)=C(N)N(c3cccnc3)C3=C2C(=O)CC(C)(C)C3)cc1OC (centres undefined)	-5	1.3	19	1.1	-0.5	3	-0.2	-1.1	-1.8
COc1cccc(CN(C)C(=O)CCN=C2NS(=O)(=O)c3ccccc32)c1	-6	0.8	1	-0.1	0.7	3	i	-1.0	3.1
O=C(COc1ccc(Cl)cc1)NCc1nnc(SCC(=O)N2CCCc3ccccc32)o1	20	1.2	1	-0.1	1.9	2	-3.9	.	1.9
O=C(Nc1cccc2c1CCCC2)c1ccc(F)cc1	3	.	0	-4.2	0.6	0	-0.8	0.3	-1.9
O=C1c2ccccc2NC2(CCCC2)N1O	0	-0.6	14	-2.0	0.2	1	0.0	.	-4.5
COC(=O)CC1C(=O)NCCN1C(=O)c1c(F)cccc1F (centres undefined)	-2	.	4	-1.1	-1.7	-2	-0.4	1.6	0.8
CC(=O)C1(O)C(C)CC2C3CCC4CC(O)CCC4(C)C3=CCC21C (centres undefined)	9	-0.8	-1	-1.0	-1.6	-3	1.7	.	-2.9
COc1ccc(NC(=O)CN(C)C(=O)c2ccccc2SCC(=O)N2CCCC2)cc1	10	-0.2	-13	0.7	-3.0	0	7.8	-0.3	1.7
Cc1nc(SCc2nc3ccc(C(=O)c4ccccc4)cc3[nH]2)c2oc3ccccc3c2n1	38	-2.7	14	0.8	2.5	-1	-0.7	-0.8	-1.5
O=C(CN1CCOCC1)Nc1ccc(NC(=O)CN2CCOCC2)c(Cl)c1	2	0.7	-1	-0.5	0.5	-4	i	.	-0.5
COc1cc(/C=C(\C#N)C(=O)c2ccc(O)c(O)c2)cc(I)c1O	-13	0.7	55*	12*	5.0	-6	0.6	-6.7	-4.6
Cc1ccc(C23OCCN2CCn2nc4ccccc4c23)cc1 (centres undefined)	-6	0.8	-10	-4.0	-0.9	4	i	1.3	2.3
Cc1cccc(NC(=O)CN(C)S(=O)(=O)c2ccc(Cl)cc2)n1	2	-1.3	-5	-3.9	-0.4	1	-0.1	.	3.5
Cc1cc(=O)oc2cc(OC(C)C)ccc12	-1	-1.5	10	-3.4	-0.8	73*	-0.2	.	-1.5
Cc1cc(C)cc(OCC(=O)OC/C(O)=C(\C#N)c2nc3ccccc3[nH]2)c1	9	.	10	-0.9	28*	1	-0.4	.	-1.2
CC1CC(C)(C)CC2(C1)NC(=O)N(CC(=O)NCCc1c[nH]c3ccccc13)C2=O (centres undefined)	-9	.	0	-2.0	0.3	2	-0.3	.	-1.6
CCN1CCCC1CNS(=O)(=O)c1ccc(Cl)c(C(F)(F)F)c1 (centres undefined)	0	-1.1	6	-0.8	1.0	1	0.1	0.4	-1.2
N#Cc1ccc(Oc2nc(C#N)cc(-c3ccccc3)n2)cc1	5	.	4	-1.0	-0.5	0	-0.3	1.4	-1.9
Cc1cc(C(=O)OCC(=O)NC2(C#N)CCCCC2)c(C)o1	1	-1.1	-3	-1.2	0.5	1	i	1.3	.
O=C(OCc1ccc(Br)cc1)c1cc([N+](=O)[O-])ccc1N1CCOCC1	19	-0.2	11	-2.2	.	-5	i	-3.2	.
Clc1ccc2c(c1)C1CC2CCN1Cc1ccccc1 (centres undefined)	0	1.9	4	-1.6	-1.1	4	i	-1.0	.

Profiles as entered above:
`COc1cc(/C=C(\C#N)C(=O)c2ccc(O)c(O)c2)cc(I)c1O` is listed as Yp Topo-I inh: -13; Mtb BioA inh: 0.7; GDH-TPI counter: 55*; FadD28 FP inh: 12*; PfHsp40 rescue: 5.0; FBA Mtb inh: -6; BH1578 lux ind: 0.6; TcdB GH inh: -6.7; UGM FP inh: -4.6
`Cc1cc(=O)oc2cc(OC(C)C)ccc12` is listed as Yp Topo-I inh: -1; Mtb BioA inh: -1.5; GDH-TPI counter: 10; FadD28 FP inh: -3.4; PfHsp40 rescue: -0.8; FBA Mtb inh: 73*; BH1578 lux ind: -0.2; TcdB GH inh: .; UGM FP inh: -1.5
`N#Cc1ccc(Oc2nc(C#N)cc(-c3ccccc3)n2)cc1` is listed as Yp Topo-I inh: 5; Mtb BioA inh: .; GDH-TPI counter: 4; FadD28 FP inh: -1.0; PfHsp40 rescue: -0.5; FBA Mtb inh: 0; BH1578 lux ind: -0.3; TcdB GH inh: 1.4; UGM FP inh: -1.9

(continued)
SMILES	Yp Topo-I inh	Mtb BioA inh	GDH-TPI counter	FadD28 FP inh	PfHsp40 rescue	FBA Mtb inh	BH1578 lux ind	TcdB GH inh	UGM FP inh
COc1cc(OC)cc(C(=O)NNC(=O)c2nn(C)c(=O)c3ccccc23)c1	0	.	4	-1.8	-1.2	0	i	0.1	0.7
O=C(c1[nH]c(C(F)(F)F)nc1-c1ccccc1)N1CCC(Cc2ccccc2)CC1	.	0.1	.	-0.5	.	2	.	-8.7	.
CC(=O)NS(=O)(=O)c1ccc(NC(=O)c2ccc(Br)o2)cc1	5	-1.7	5	0.8	-1.5	0	-1.3	.	0.5
Cc1ccc(C)c(-c2cc(C(=O)NC3CC3)c3ccccc3n2)c1	-3	0.7	7	-2.3	-0.8	4	i	1.5	2.4
NC(N)=Nc1nc(-c2ccccc2)c2ccccc2n1	1	0.0	9	-7.0	-1.7	5	-0.2	1.6	2.2
CCOc1ccc(S(=O)(=O)N2CCN(C(=O)c3ccc(Cl)c(S(=O)(=O)N4CCOCC4)c3)CC2)cc1	1	1.5	-6	.	-0.1	2	i	0.0	.
COc1ccc(Br)cc1CNC(=O)C1CCN(C(=O)N(C)C)CC1	7	.	6	2.6	1.5	1	-2.0	0.1	2.1
CCOC(=O)C1=C(C)c2ccccc2N(S(=O)(=O)C(F)(F)F)C1C(=O)OCC (centres undefined)	15	-0.1	0	-4.1	-0.3	-3	i	-1.3	.
Cc1ccc(NC(=O)c2cc(S(=O)(=O)NCCC3=CCCCC3)ccc2F)cc1F	18	.	9	0.6	1.4	-2	-0.3	.	-1.0
O=C(NCC(c1ccco1)N1CCCC1)c1cccc(NS(=O)(=O)c2ccc(Br)cc2)c1 (centres undefined)	-13	0.3	-3	-2.3	0.5	-1	-1.0	1.8	0.4
CC1CCCCC12NC(=O)N(CC(=O)OCc1ccccc1Cl)C2=O (centres undefined)	4	0.9	11	-2.6	0.8	5	i	-0.2	.
Cc1ccc(/C=C/S(=O)(=O)NCC(=O)OCC(=O)Nc2ccc(C(=O)N(C)C)cc2)cc1	10	-1.5	-6	-2.3	-0.1	0	-0.4	-0.7	-2.1
Cc1ccc2nc(SCC(=O)NCc3cccs3)[nH]c2c1	-14	.	-2	-4.4	0.4	-5	-0.5	0.9	-4.4
COc1ccc(CCN(C(=O)C(F)(F)F)C(C(=O)NC2CCCCC2)c2cccs2)cc1 (centres undefined)	0	.	-5	-2.6	0.6	-3	-0.2	-0.8	-2.4
Cc1ccc(OC2=NS(=O)(=O)c3ccccc32)cc1	3	.	11	-0.8	-1.2	3	-0.7	.	-0.4
O=C(NCN1CCN(c2ccccc2F)CC1)c1cccnc1	-9	0.0	5	0.3	0.1	7	-25	.	2.6
COc1ccccc1OP(=O)(O)Oc1ccccc1OC	-4	1.8	-1	-1.6	0.5	-2	-0.6	2.6	0.6
Cc1cccc(C(=O)OCC(=O)Nc2ccc(N3CCCCC3)cc2)c1O	-4	-0.9	5	1.0	-1.2	0	-0.6	.	-1.5
C/C(N)=C(/C#N)C(=O)CSc1nnc(-c2ccc3c(c2)OCO3)o1	5	-0.8	2	-2.5	-0.2	-2	-0.4	1.1	0.4
CC(C)(C)NC(=O)C(c1ccc(F)cc1)N(CC1CCCO1)C(=O)CCC(=O)Nc1ccccn1 (centres undefined)	8	-1.6	0	-1.0	0.5	-2	-0.1	1.9	-0.3
c1ccc2c3c([nH]c2c1)C(C1CCCCC1)N(Cc1ncc[nH]1)CC3 (centres undefined)	-8	8.0	-9	-1.8	0.4	-1	-0.5	.	-1.6

High-throughput results deposited in PubChem by several laboratories.
